S1P3 agonist: activates the human S1P3 receptor; S1P3 NFAT-BLA reporter cells, agonism, FRET ratio; relative to 1 µM S1P, basal subtracted; Q99500; 0.1% of 60,000 active; activation, % at 4.5 µM; AID 373;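 active means activation above the screen-wide mean plus 3 SD, cut at about 4.5% in these data, passing the limit was not always enough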; further: some compounds called inactive have numbers as strong as hits
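Assay system: CHO cells stably expressing human S1P3, Gα16 and NFAT-β-lactamase reporter. Timing: overnight plating, 4 h compound 37 °C, 2 h substrate RT. Signal: β-lactamase FRET emission ratio 460/535 nm. Measure: percent activation versus median 1 µM S1P response, basal-subtracted, per plate. Repeats: primary screen single test, confirmation screen in triplicate.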
5HT1E ag: activates the human 5-HT1E serotonin receptor | P28566 | CHO 5-HT1E Ga15 NFAT-bla reporter, FRET; 0% DMSO wells, 100% control agonist wells | activation, % at 6 µM | 0.69% of 65,000 active;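 active means activation above a set limit, the screen-wide mean activation plus 3 SD, cut at about 8.5% in these data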;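 further: 100% = positive control agonist at 1 µM giving full maximal response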
HTR1E antagonist: blocks the human 5-HT1E serotonin receptor | P28566 | CHO 5-HT1E Ga15 NFAT-bla reporter, FRET, antagonist | inhibition, % at 6 µM | 0.99% of 65,000 active;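 active means inhibition above a set limit, the mean inhibition across every tested compound plus 3 SD, cut at about 29% in these data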;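 further: signal is the 460 over 535 nm emission ratio of beta-lactamase substrate; 0% = agonist plus DMSO wells and 100% = wells without agonist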
RORa activator: RORA (human) activation; CHO-K1 Gal4-RORA LBD luciferase reporter, luminescence; percent increase over mock-subtracted basal signal; 1.5% of 65,000 active; activation, % at 10 µM;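 active means activation above the mean of all tested compounds plus 3 SD, cut at about 49% in these data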;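 further: 0% = DMSO-treated RORA cells and 100% = added signal equal to DMSO minus mock-transfected cells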
5HT1a antag: antagonists of human 5-HT1a serotonin receptor; CHO 5-HT1a Ga15 NFAT-bla reporter, antagonist mode; inhibition, % at 10 µM; 0.68% of 62,000 active; P08908;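 active means inhibition above the mean of all tested compounds plus 3 SD, cut at about 43% in these data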;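 further: receptor stimulated by 5-CT agonist at 100 nM near EC80; beta-lactamase reporter measured by ratiometric fluorescence of a cleavable substrate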
S1P1 ag-PAM: activates or potentiates agonism at human S1P1 receptor; P21453; S1P1 CRE-bla cells, forskolin, beta-lactamase FRET, potentiator mode; S1P1 agonist co-added at EC20, 2 nM; 100% = saturating reference agonist, 0% = basal; 0.57% of 56,000 active; activation, % at 9.5 µM; AID 449;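 active means activation above a cutoff set at the mean activation of all tested compounds plus 3 SD, cut at about 54% in these data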;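 further: forskolin at 4 µM as EC80 and the EC20 agonist is SEW2871; 100% = SEW2871 at its EC100 plus forskolin at EC80; some compounds past the cut are filed as inactive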
Target sequence (P21453 whole entry, looked up): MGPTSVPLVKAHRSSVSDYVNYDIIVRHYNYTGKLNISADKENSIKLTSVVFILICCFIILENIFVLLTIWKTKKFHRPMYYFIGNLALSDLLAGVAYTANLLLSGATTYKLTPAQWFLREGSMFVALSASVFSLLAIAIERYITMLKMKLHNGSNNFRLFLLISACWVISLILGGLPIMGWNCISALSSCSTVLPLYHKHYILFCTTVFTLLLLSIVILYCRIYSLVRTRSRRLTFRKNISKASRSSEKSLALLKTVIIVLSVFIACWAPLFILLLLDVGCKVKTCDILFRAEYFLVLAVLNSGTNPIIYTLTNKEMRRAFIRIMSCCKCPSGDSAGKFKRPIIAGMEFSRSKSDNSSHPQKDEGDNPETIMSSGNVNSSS
tolC growth inh: blocks growth of E. coli BW25113 tolC mutant | OD615 | growth inhibition, % at 10 µM (by protocol) | 2.2% of 65,000 active;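 active means growth inhibition at or above a cutoff equal to the mean over every tested compound plus 3 SD, cut at about 60% in these data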;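 further: growth measured after 20 h incubation at 37 °C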
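signal = optical density read at 615 nm | test system = E. coli ΔtolC::kan strain BW25113 | timing = 20 h compound exposure of bacteria at 37 °C | buffer or medium = LB medium plus 50 µg/mL kanamycin | compound dosing = 10 µM final, single dose | evaluation = % inhibition of E. coli growth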
AP complement: alternative pathway complement inhibition, orthogonal assay; 0.08% of 62,000 active; AID 1235; inhibition, % at 5 µM; Human serum alternative complement pathway, LPS-coated ELISA, C3 deposition; tested in compound mixtures;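 active means inhibition above 30% in each of the two pooled mixtures holding the compound, so the lower value exceeds 30%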;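 further: 0% = serum in Mg-EGTA without compound and 100% = EDTA serum blank; some compounds past the cut are filed as inactive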
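Medium: diluted human serum in Mg2+-EGTA GVB++. Assay system: human serum complement alternative pathway, C3 deposition onto LPS. Also added: Plate-bound LPS. Technique: Anti-C3 ELISA, OD 450 nm. Measure: percent inhibition. Incubation: 1 h at 37 °C. Dosing: 5 µM each compound, pools of ten, 50 µM per pool.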
SF1 activator: activates the human nuclear receptor SF-1; Q13285; CHO-K1 Gal4-SF-1 LBD luciferase reporter; % increase over DMSO SF-1-specific signal; activation, % at 10 µM; 1.9% of 65,000 active; AID 522;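 active means activation above the mean activation of all tested compounds plus 3 SD, cut at about 50% in these data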
Target sequence (Q13285 whole entry, looked up, the tested form may be a part): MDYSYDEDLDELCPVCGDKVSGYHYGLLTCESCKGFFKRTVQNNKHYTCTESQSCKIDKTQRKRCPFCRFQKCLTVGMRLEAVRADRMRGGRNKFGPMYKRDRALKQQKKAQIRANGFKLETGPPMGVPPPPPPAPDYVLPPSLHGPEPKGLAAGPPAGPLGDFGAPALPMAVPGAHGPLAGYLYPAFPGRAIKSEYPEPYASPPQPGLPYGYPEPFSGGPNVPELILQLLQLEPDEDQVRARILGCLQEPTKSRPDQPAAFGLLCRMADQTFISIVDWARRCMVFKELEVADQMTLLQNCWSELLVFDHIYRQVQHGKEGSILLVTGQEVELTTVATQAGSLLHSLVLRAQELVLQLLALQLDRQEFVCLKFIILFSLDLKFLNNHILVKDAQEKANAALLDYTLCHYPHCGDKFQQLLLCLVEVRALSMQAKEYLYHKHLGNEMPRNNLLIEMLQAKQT
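Material: Gal4–SF-1 LBD one-hybrid luciferase reporter in CHO-K1 cells | Amount: 4,000 cells per well | Compound dosing: 10 µM single point, 1% DMSO | Schedule: 20 h compound treatment, 37 °C | Measured by: SteadyLite luciferase luminescence | Evaluation: Percent activation versus DMSO | Control set: DMSO-treated SF-1-transfected cells as negative, DMSO-treated mock-transfected cells lacking SF-1 as background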
* hit, by the source's call; . = not tested or not shown.

SMILES	S1P3 agonist	5HT1E ag	HTR1E antagonist	RORa activator	5HT1a antag	S1P1 ag-PAM	tolC growth inh	AP complement	SF1 activator
COc1ccccc1Nc1ncnc2c1cnn2-c1cccc(C)c1	-1.5	0.6	-1	11	.	-16	-6	-18	43
CCn1cc(Br)c(C(=O)Nc2cccc(SC)c2)n1	-1.0	-1.3	6	48	16	4	20	4	50*
O=CNC1CCCc2c1[nH]c1ccc(Cl)cc21 (centres undefined)	-0.2	-0.3	5	4	14	-10	18	0	1
COc1cccc(CNC(=O)Cn2c(=O)oc3ccccc32)c1OC	0.2	-1.1	5	6	4	-20	-8	1	-10
O=C(CCN1C(=O)C2C3C=CC(C3)C2C1=O)Nc1c(F)cc(F)cc1Br (centres undefined)	-0.8	0.6	-2	-26	13	-9	-14	-5	-1
CCN1C(=O)/C(=C\N2CCN(c3cccc(Cl)c3)CC2)SC1=S	-0.4	-0.9	-3	0	-4	3	-15	12	-6
CCCC(=O)NCCc1cc2ccc(C)c(C)c2[nH]c1=O	-0.6	0.1	-9	-5	-4	12	-13	8	7
Cc1cccc(NC(=O)CSc2nnc(-c3ccc(S(=O)(=O)N4CCCC4)cc3)o2)c1	-0.8	-0.1	3	-28	-9	-19	-6	-2	-2
CCOc1ccccc1N1CCN(C(=O)c2cc(C)oc2C)CC1	0.3	-0.2	2	-8	-4	-10	-2	10	3
CCCCCn1c(N2CCN(Cc3ccccc3)CC2)nc2c1c(=O)[nH]c(=O)n2C	0.3	0.6	5	-8	-40	4	29	7	2
CCc1nc(NC(C)C)c2oc3ccccc3c2n1	.	0.4	11	-7	-7	.	7	11	-6
CCOC(=O)CN1C(=O)C(O)=C(C(C)=O)C1c1ccc(F)cc1 (centres undefined)	0.0	0.0	4	7	-8	6	-21	8	-10
CC(C)COC(=O)c1cc(=O)[nH]c2ccccc12	-0.4	0.2	-6	15	-6	-11	8	3	11
O=C(CCNc1ccccc1)c1ccc2c(c1)OCO2	12	-0.5	-2	43	-4	11	12	-6	62*
Nc1ccc(O)cc1C(=O)OCC(=O)C12CC3CC(CC(C3)C1)C2	-0.8	0.1	7	11	7	-44	18	-5	-7
COc1ccc(C(=O)CSc2nnc(-c3cccnc3)n2Cc2ccco2)cc1	-1.9	-0.2	3	-5	-2	0	6	8	-5
O=C(CSc1ccccc1C(=O)NCCCN1CCCC1=O)NCc1ccco1	-0.8	-0.4	1	-6	-14	-11	-3	11	-10
C=CCOc1nc2c(c(=O)n(Cc3ccc(Cl)cc3)c(=O)n2C)n1C	0.4	0.5	1	18	.	-6	10	.	-4
Cn1c(=O)c2c(nc(NCCCN3CCOCC3)n2Cc2ccc(Cl)cc2)n(C)c1=O	-1.6	0.1	-9	-7	-15	8	-10	15	-10
O=C(c1cc(F)c(F)cc1Cl)N1CCCCC1	-0.3	-0.3	-8	-11	-4	-30	-16	-4	-15
O=C(CSc1nnc2c3c4c(sc3ncn12)CCCC4)NCc1ccco1	-0.5	0.7	-6	-5	-7	-5	-6	-2	-14
CCn1c(=O)c2cc(C(=O)N3CCOCC3)sc2c2ccccc21	0.1	1.0	15	3	-3	-33	2	1	-17
Cc1ccc2cc(CN(Cc3cccs3)C(=O)c3ccco3)c3nnnn3c2c1C	0.1	0.7	-4	-14	2	0	26	8	7
Cn1c(=O)c2cc(NCc3ccccc3)nnc2n(C)c1=O	.	0.7	6	6	4	.	0	-7	-2
Cn1c(Cn2cnc3ccccc32)nnc1SCc1ccccc1	-0.5	0.0	4	-1	-5	3	-7	-12	-6
Clc1ccccc1-c1nn2c(-c3ccccn3)nnc2s1	-2.0	4.0	2	-16	.	-9	20	.	9
Cc1ccc2c(c1)CCCN2C(=O)c1ccoc1C	-0.4	-0.8	4	-11	7	5	2	13	10
CC(=O)NC(C)C(=O)OCC(=O)c1ccc(Cl)s1 (centres undefined)	0.5	0.5	-7	-9	-3	3	-13	16	0
COC(=O)c1ccc(CSc2nc(C)nc3sc(C)c(C)c23)o1	-0.3	-0.7	33*	-20	50*	7	4	-1	-16
COc1cccc(-n2c(SC3CCOC3=O)nc3ccccc3c2=O)c1 (centres undefined)	0.0	-1.0	37*	-8	15	-39	-8	8	-12
O=C(Oc1nsnc1N1CCOCC1)N1CCCCC1	-0.5	-0.9	-2	13	-4	-20	-17	.	1
O=C(Nc1cccnc1)c1c(F)cccc1F	0.1	0.1	-4	16	-5	-9	-6	2	-2
CC(=O)N1CCN(C(=O)CCc2c[nH]c3ccccc23)CC1	0.0	-0.1	8	-15	7	11	-5	4	-13
CCOC(=O)c1cnc(Nc2ccc(OCC)cc2)nc1C	-0.2	-0.1	-5	13	-9	-4	-6	8	16
Cc1ccc(S(=O)(=O)N2CCN(C(=O)c3c(C)nn(-c4ccccc4)c3Cl)CC2)cc1	-1.0	-0.7	-7	-34	-1	-5	.	20	2
CSc1nnc2c3cc(F)ccc3n(Cc3ccccc3)c2n1	-0.4	-0.7	19	-7	6	-11	-21	5	-6
O=c1nc2n(c3ncccc13)CCC2	0.2	1.0	-1	-17	-4	-5	-9	11	11
Cc1cccc(N2CCCn3c2nc2c3c(=O)n(CCN3CCOCC3)c(=O)n2C)c1	0.4	0.2	-6	-26	-4	-4	2	-2	12
COc1ccc(NC(=O)c2cccc(NC(=O)c3ccco3)c2)c(OC)c1	-1.7	-1.3	-1	19	5	2	11	10	-30
Clc1ccc(OCc2cn3cccnc3n2)c2ncccc12	0.8	-0.1	19	24	7	1	5	3	49
CCc1sc(NS(C)(=O)=O)nc1-c1ccccc1	0.4	0.6	-7	-3	-22	.	-1	13	6
CCN1CCCC1CNC(=O)COc1cc(=O)n(C)c2ccccc12 (centres undefined)	-1.6	-0.8	12	-24	8	-11	-8	9	-3
CCN1CCN(C(c2cccs2)C(C)NC(=O)c2cccc(OC)c2OC)CC1 (centres undefined)	-0.2	-0.2	-5	9	0	6	-12	61	8
O=C(NCC(c1cccnc1)N1CCN(c2ccc(F)cc2)CC1)c1ccc(F)cc1 (centres undefined)	-0.4	0.1	3	-16	0	6	-15	-4	5
CCCCN(CC)C(=O)CN(C)S(=O)(=O)c1cccc2nsnc12	-1.0	-0.1	-5	-3	16	10	-5	6	-8
N#C/C(=C1/CCCCCN1)c1nnc2n1CCCCC2	-0.1	1.1	-10	-13	5	-15	-9	4	-8
COc1ccc(C(O)P(=O)(O)CCc2ccccc2)cc1 (centres undefined)	-1.3	-0.6	-9	52*	15	-14	-8	-16	-8
CC(C)(C#N)Nc1ccccc1	0.2	-0.2	3	2	-9	-17	-29	14	0
C=CCNc1ncnc2c1cnn2-c1ccc(Cl)cc1	-0.7	0.0	1	28	-16	-30	-11	7	50*
Cc1ccc2c(c1)c(C)c(C)n2CC(O)Cn1nc(C)cc1C (centres undefined)	.	-0.1	2	-6	14	.	26	9	-13

For reference, part of the list above.
SMILES	S1P3 agonist	5HT1E ag	HTR1E antagonist	RORa activator	5HT1a antag	S1P1 ag-PAM	tolC growth inh	AP complement	SF1 activator
O=C(CSc1nnc2c3c4c(sc3ncn12)CCCC4)NCc1ccco1	-0.5	0.7	-6	-5	-7	-5	-6	-2	-14
CCn1c(=O)c2cc(C(=O)N3CCOCC3)sc2c2ccccc21	0.1	1.0	15	3	-3	-33	2	1	-17
Cc1ccc2cc(CN(Cc3cccs3)C(=O)c3ccco3)c3nnnn3c2c1C	0.1	0.7	-4	-14	2	0	26	8	7
Cn1c(=O)c2cc(NCc3ccccc3)nnc2n(C)c1=O	.	0.7	6	6	4	.	0	-7	-2
Cn1c(Cn2cnc3ccccc32)nnc1SCc1ccccc1	-0.5	0.0	4	-1	-5	3	-7	-12	-6
Clc1ccccc1-c1nn2c(-c3ccccn3)nnc2s1	-2.0	4.0	2	-16	.	-9	20	.	9
Cc1ccc2c(c1)CCCN2C(=O)c1ccoc1C	-0.4	-0.8	4	-11	7	5	2	13	10
CC(=O)NC(C)C(=O)OCC(=O)c1ccc(Cl)s1 (centres undefined)	0.5	0.5	-7	-9	-3	3	-13	16	0
COC(=O)c1ccc(CSc2nc(C)nc3sc(C)c(C)c23)o1	-0.3	-0.7	33*	-20	50*	7	4	-1	-16
COc1cccc(-n2c(SC3CCOC3=O)nc3ccccc3c2=O)c1 (centres undefined)	0.0	-1.0	37*	-8	15	-39	-8	8	-12
O=C(Oc1nsnc1N1CCOCC1)N1CCCCC1	-0.5	-0.9	-2	13	-4	-20	-17	.	1

The results go on.
SMILES	S1P3 agonist	5HT1E ag	HTR1E antagonist	RORa activator	5HT1a antag	S1P1 ag-PAM	tolC growth inh	AP complement	SF1 activator
CCOC(=O)C(C)c1n[nH]c(=O)c2ccccc12 (centres undefined)	0.1	0.3	-4	-1	-2	.	-7	2	-3
Cc1ccc(N2CC(C(=O)Nc3cc(C)ccc3F)CC2=O)cc1 (centres undefined)	-1.3	0.5	2	2	-3	-15	2	9	23
Nc1nc(N)c2nc(-c3ccccc3)c(N)nc2n1	1.8	3.0	-22	-13	.	-34	5	11	-3
CC(=O)N1CCc2cc(S(=O)(=O)NC(CC(C)C)C(=O)Nc3cc(C(=O)O)ccc3C)ccc21 (centres undefined)	-1.3	0.7	14	-16	0	9	-15	10	0
CCN(CCO)c1ccc(-n2c(N)c(C(=O)OC)c3nc4ccccc4nc32)cc1	-0.4	-0.5	-12	2	-15	4	0	10	4
COc1cc(C(=O)N2CCN=C2c2ccccc2)cc(OC)c1OC	-2.3	-1.1	21	10	14	-8	-4	8	16

Compound profiles, as listed above. Order of values: S1P3 agonist | 5HT1E ag | HTR1E antagonist | RORa activator | 5HT1a antag | S1P1 ag-PAM | tolC growth inh | AP complement | SF1 activator
Entry for `Cc1ccc(N2CC(C(=O)Nc3cc(C)ccc3F)CC2=O)cc1` (centres undefined) = -1.3 | 0.5 | 2 | 2 | -3 | -15 | 2 | 9 | 23
Entry for `Nc1nc(N)c2nc(-c3ccccc3)c(N)nc2n1` = 1.8 | 3.0 | -22 | -13 | . | -34 | 5 | 11 | -3

Screens as filed in PubChem.
